mHTT CaM bind = mHTT-calmodulin interaction abrogation. AlphaScreen His-mHTT/GST-CaM binding, luminescence. inhibition, % at 15 µM. 190,000 compounds, 3.6% hits. AID 1671202;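 further: 0% = both proteins with DMSO and 100% = one protein alone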
Pf apPOL block = Pf-apPOL DNA polymerase inhibition; Recombinant Pf-apPOL, molecular beacon fluorescence, 1.5 h; inhibition, % at 10 µM; 210,000 compounds, 0.25% hits
An asterisk follows results filed as active; i = inactive; . = not tested or not shown; & = joins results of further samples. No stated cut-off is given here; in the data, active means inhibition above about 50%; inactive means the rest. The list is partial; rates above refer to the full screens.

Results follow in this order: mHTT CaM bind | Pf apPOL block
- N#C/C(=C\c1ccco1)c1nc(-c2ccc(-c3ccccc3)cc2)cs1
    10 | -2
- CN(C)c1ccc(C=Cc2ccc3ccccc3[n+]2C)cc1
    . | 2
- COc1cc(C=C2Oc3c(ccc4c3CN(CC3CCCO3)CO4)C2=O)cc(OC)c1OC (stereo not given)
    31 | -39
- Cc1ccc(N=c2oc3ccc(Br)cc3cc2C(N)=O)cc1
    11 | 1
- O=C(Nc1ccc2oc(-c3ccc(Cl)c(Cl)c3)nc2c1)c1ccccc1[N+](=O)[O-]
    9 | 24
- CCCc1noc(-c2cccnc2N2CCCN(Cc3ccc(Cl)cc3)CC2)n1
    -49 | 3
- COC(=O)[C@@H](N)Cc1ccc(O)c(O)c1
    . | -9
- COc1ccc(NC(=O)c2csc3c2CCCC3)c(OC)c1
    -14 | -4
- CCc1cccc(C)c1NC(=O)C1CCCN(c2nccc(C)n2)C1 (stereo not given)
    -2 | -1
- CN1CCC(N(C)Cc2cc(F)ccc2F)CC1
    -4 | 2
- COc1ccc(NC(=O)CN2CCC3(CC2)N=C(c2ccc(F)cc2)C(=O)N3)c(OC)c1
    32 | -3
- O=[N+]([O-])c1cccc(C=Nc2ccc(-c3nnc(-c4ccccc4)o3)cc2)c1
    4 | 2
- O=C(CN1CCC(c2nc(-c3ccc(F)cc3)no2)CC1)NCc1ccccc1
    0 | 0
- COc1ccc(C)cc1S(=O)(=O)NC1CNC(=O)C1 (stereo not given)
    -14 | -4
- Cc1cccnc1NC(=O)COc1ccc(Br)cc1
    2 | 5
- COc1ccc(-c2noc(-c3ccc(NC4CCCCC4)nc3)n2)cc1
    -6 | -4
- O=S(=O)(c1ccccc1)c1nc(-c2ccc(F)cc2)oc1N1CCOCC1
    -5 | 2
- O=S1(=O)N=C(Cc2ccccc2Br)Nc2ccccc21
    2 | 3
- CC1(C)Cc2ccccc2-c2nnc(-c3cccnc3)n21
    -1 | -6
- Cc1ccc(N2C(=O)N(Cc3ccccc3)S(=O)(=O)c3cccnc32)cc1
    0 | 1

Whole records from above.
`CN1CCC(N(C)Cc2cc(F)ccc2F)CC1` in the list: mHTT CaM bind = -4; Pf apPOL block = 2
`COc1ccc(NC(=O)c2csc3c2CCCC3)c(OC)c1` in the list: mHTT CaM bind = -14; Pf apPOL block = -4

Continued.
Results follow in this order: mHTT CaM bind | Pf apPOL block
- CC(C)(C)C(=O)Nc1ncccc1C(=O)O
    . | -6
- O=C(NCc1ccc(F)c(Cl)c1)Nc1csc([N+](=O)[O-])c1
    . | 2
- COc1ccccc1C1(CNC(=O)CN2C(=O)CCC2=O)CCOCC1
    -11 | -4
- Cc1ccc(-n2cnc3ccccc3c2=O)cc1Br
    -6 | -7
- CCOC(=O)N1CCN(S(=O)(=O)c2cn(C)nc2C)CC1
    -7 | -14
- Cn1nc(-c2nc(-c3cccc(F)c3)no2)c2c1CCN(C(=O)c1ccccc1)C2
    4 | -4
- COc1ccc(-c2cc3ccc(OCC(=O)OC(C)(C)C)cc3oc2=O)cc1OC
    -16 | -1
- CC1(C)N=C(c2ccc(F)cc2)C(=O)N1CC(=O)Nc1cccc(Cl)c1
    -4 | -6
- CCc1ccc(NS(=O)(=O)c2ccc3nc(-c4ccccc4)[nH]c3c2)cc1
    -2 | -13
- C(=C\c1nnc(-c2ccccc2)o1)/c1ccccc1
    -21 | -4
- Cc1cc(C)cc(-n2c(C)nc3cc(C(=O)NCCN4CCOCC4)ccc32)c1
    19 | -14
- CC(=O)NCCc1csc(C2CCCN(C(=O)c3ccc(F)cc3Cl)C2)n1 (stereo not given)
    3 | 2
- CC(=O)N1CCN(c2nc3c(s2)CC(C(=O)Nc2ccc4c(c2)OCO4)CC3)CC1 (stereo not given)
    47 | -2
- Cc1ccc(C)c(NC(=O)CSCc2ccccc2Cl)c1
    -10 | 1
- CC(=O)c1cccc(Nc2nc(-c3ccc(F)cc3F)cs2)c1
    6 | -4
- NCCOc1ccc2c(c1)OCO2
    1 | .
- O=C(Nc1ccc(OC(F)(F)F)cc1)C(=O)NC1CC1
    -11 | -5
- COc1ccc(C=C2Oc3c(ccc(O)c3CN3CCN(CCO)CC3)C2=O)c(OC)c1
    8 | 1
- CN1C(=O)/C(=N\OC(=O)c2ccccc2Br)c2ccccc21
    i | 2
- O=C(NC1CCCc2ccccc21)c1cccs1 (stereo not given)
    . | -1
- COc1ccc(S(=O)(=O)CC(=O)Nc2sccc2C#N)cc1
    -6 | 4
- COc1ccc(Nc2nnnc3c2cnn3-c2ccccc2)c(OC)c1
    5 | 5
- O=C(C1CCCN1)N1CCC(c2nc(-c3ccc(F)cc3)n[nH]2)CC1 (stereo not given)
    20 | 3
- c1ccc(-c2nc(-c3ccn[nH]3)cs2)cc1
    . | -2
- COc1ccc(CCNC(=O)CCc2c(C)[nH]c(=O)n(C)c2=O)cc1OC
    -6 | -2
- CCc1ccc(NC(=O)CSc2nc(C)cc(=O)[nH]2)cc1
    -1 | -12
- Cc1cc(NCc2cccnc2)no1
    . | 1
- Cc1cc(N2C(=O)c3ccc(Br)cc3C2=O)no1
    -3 | 2
- Cc1cc(C(=O)Nc2nc3c(s2)CN(C(=O)c2cccn(C)c2=O)CC3)no1
    -4 | 2
- CC(=O)N1c2ccc(S(=O)(=O)N3c4ccc(F)cc4CCC3C)cc2CC1C (stereo not given)
    -3 | -4
- O=C(CCC1CCCN(C(=O)Nc2ccc(F)cc2)C1)N1CCN(c2ccccc2)CC1 (stereo not given)
    44 | -2
- COc1cccc(C(=O)Nc2sccc2C#N)c1OC
    -17 | -4
- COc1ccc(NC(=O)N2CCCC2c2nc(-c3ccccc3)no2)cc1 (stereo not given)
    2 | -1
- CCOc1ccc(S(=O)(=O)Nc2ccccc2SC)c2cccnc12
    10 | -5
- CCCCN1CC[C@H]2C=CC[C@@H](C(=O)Nc3ccc(OC)cc3)[C@H]2C1=O
    5 | -1
- CCc1ccc(NC(=O)Cn2ccc3ccn(C)c3c2=O)cc1
    1 | -1
- O=C(CN1CCN(CC(=O)Nc2ccc(F)cc2F)CC1)Nc1ccccc1F
    -7 | -4
- CC(=O)C1=C(O)C(=O)N(C)C1c1ccc(F)cc1 (stereo not given)
    -3 | 0
- COc1ccccc1N1CCN(C(=O)c2cccc(C)c2)CC1
    5 | -4
- Cc1ccc(OCC(=O)NC2CC(C)(C)NC(C)(C)C2)c(Br)c1
    3 | -7
- CCCNC(=O)c1cc(C)n2nc(-c3ccccn3)cc2n1
    -9 | -5
- COc1ccc(OCc2noc(-c3ccccc3)n2)cc1
    -17 | 2
- CCOc1ccc(C(C)NC(=O)C2CC2)cc1 (stereo not given)
    2 | 0
- CCOc1ccccc1CN1CCc2nc(Nc3ccc4c(c3)OCCO4)ncc2C1
    83* | -3
- O=C(NC(Nc1ccccc1Cl)C(Cl)(Cl)Cl)c1cc([N+](=O)[O-])cc([N+](=O)[O-])c1 (stereo not given)
    61* | -5
- O=C(Nc1cc(F)ccc1F)N1CCn2cccc2C1Cc1ccccc1 (stereo not given)
    -2 | -2
- COCCC[n+]1c(C)csc1Nc1c(C)cc(C)cc1C
    . | -7&-2
- Cn1c(=O)c(NC2CCCCC2)c2c3c(cccc31)C(=O)c1ccccc1-2
    -83&-47 | 3&-4
- CCCCS(=O)(=O)/C=C/C1C2C=CC(C2)C1S(=O)(=O)CCCC (stereo not given)
    -11 | -1
- Cc1sc(C2C(C#N)=C(N)OC3=C2C(=O)CC(C)(C)C3)cc1[N+](=O)[O-] (stereo not given)
    4 | 0
- O=C(Nc1ccc(S(=O)(=O)N2CCCC2)cc1)c1ccc([N+](=O)[O-])cc1
    4 | -5
- CCN1c2cc(F)ccc2C(=O)NC12CCN(C(=O)c1ccc3c(c1)OCO3)CC2
    -5 | -2
- COc1ccc(-c2ccc(NC(=O)Nc3cc(Cl)ccc3OC)cc2)nn1
    4 | -4
- COC(=O)c1ccccc1NC(=O)C1=C(C)C(=O)OC12CCCCC2
    -6 | 1
- Fc1cccc(CN2CCSCC2)c1
    5 | 2
- CCCC(NC(N)=O)c1ccccc1 (stereo not given)
    -4 | 0
- O=C(CS(=O)(=O)c1ccc(Cl)cc1)Nc1ccc2scnc2c1
    -3 | -5
- O=C(Nc1csc2ccccc12)N1CCOCC1
    . | -3
- CN1CCN(C(=O)c2ccc3c(c2)N(S(C)(=O)=O)CC3)CC1
    -3 | -3
- CC(C)c1noc(-c2cccnc2N2CCCN(Cc3c(F)cccc3Cl)CC2)n1
    -66 | -6

(more compounds)
Results follow in this order: mHTT CaM bind | Pf apPOL block
- O=C(O)C1CCC(CNCc2c(Cl)cccc2Cl)CC1 (stereo not given)
    -1 | -68
- CC1=C(OC(=O)c2cccs2)C(=O)CC1
    . | -3
- CCOc1nc(-c2ccc(Cl)cc2)nc2ccccc12
    -7 | 6
- COc1ccc(C2CC(=O)Oc3ccc(C(C)(C)C)cc32)cc1 (stereo not given)
    -23 | -5
- O=c1c2ccccc2c(-c2ccccc2)nn1-c1ccc(C(F)(F)F)cn1
    -8 | -2
- Cc1ccc(NC(=O)N2CCC(c3cc(N)on3)CC2)cc1F
    -11 | -6
- Cc1ccccc1OCC(=O)NC(C)c1ccccc1 (stereo not given)
    -8&-12 | 0&-4
- O=[N+]([O-])c1ccc(-n2nc3ccc4nonc4c3n2)cc1
    -2 | -39
- Cc1cc(NC(=O)Nc2cccc(S(N)(=O)=O)c2)c(C(F)(F)F)o1
    . | -4&3
- Cc1ccc(OCCNc2ccc(C(F)(F)F)cc2[N+](=O)[O-])cc1
    10 | -5
- CC1CCN(C(=O)C2CCCN(c3cn[nH]c(=O)c3)C2)CC1 (stereo not given)
    -8 | 3
- COc1ccc2oc(=O)c(C(=O)Nc3cc(F)ccc3C)cc2c1
    -2 | -9
- N=c1c(C(=O)NC2CCCCC2)cc2c(=O)n3ccccc3nc2n1Cc1ccco1
    36 | -14
- Cc1cc(C)n(C(=O)CC(Cl)=C(Cl)Cl)n1
    -2 | .
- O=C(NCc1ccccn1)c1ccccc1C(=O)c1cc(C(F)(F)F)cc(C(F)(F)F)c1
    . | 5
- c1ccc2c(N3CCOCC3)nnc(N3CCOCC3)c2c1
    -2 | 0
- COc1ccc(CN2CCc3nc(Nc4cc(OC)cc(OC)c4)ncc3C2)cc1
    3 | 1
- O=C(c1ccnc(-c2ccsc2)c1)N1CCOCC1
    -4 | -3
- COc1ccc(CNC(=O)c2cc3nc(-c4ccc([N+](=O)[O-])cc4)cc(C(F)(F)F)n3n2)cc1
    2 | 5
- CC1=CC(C)(C)N(C(=O)CN2C(=O)c3ccccc3C2=O)c2cc(C)ccc21
    3 | 5

Nothing new here: entries from further up.
Results follow in this order: mHTT CaM bind | Pf apPOL block
- CN1CCN(C(=O)c2ccc3c(c2)N(S(C)(=O)=O)CC3)CC1
    -3 | -3
- CC(C)c1noc(-c2cccnc2N2CCCN(Cc3c(F)cccc3Cl)CC2)n1
    -66 | -6
- O=C(O)C1CCC(CNCc2c(Cl)cccc2Cl)CC1 (stereo not given)
    -1 | -68
- CC1=C(OC(=O)c2cccs2)C(=O)CC1
    . | -3
- CCOc1nc(-c2ccc(Cl)cc2)nc2ccccc12
    -7 | 6
- COc1ccc(C2CC(=O)Oc3ccc(C(C)(C)C)cc32)cc1 (stereo not given)
    -23 | -5
- O=c1c2ccccc2c(-c2ccccc2)nn1-c1ccc(C(F)(F)F)cn1
    -8 | -2
- Cc1ccc(NC(=O)N2CCC(c3cc(N)on3)CC2)cc1F
    -11 | -6
- Cc1ccccc1OCC(=O)NC(C)c1ccccc1 (stereo not given)
    -8&-12 | 0&-4
- O=[N+]([O-])c1ccc(-n2nc3ccc4nonc4c3n2)cc1
    -2 | -39
- Cc1cc(NC(=O)Nc2cccc(S(N)(=O)=O)c2)c(C(F)(F)F)o1
    . | -4&3
- Cc1ccc(OCCNc2ccc(C(F)(F)F)cc2[N+](=O)[O-])cc1
    10 | -5
- CC1CCN(C(=O)C2CCCN(c3cn[nH]c(=O)c3)C2)CC1 (stereo not given)
    -8 | 3
- COc1ccc2oc(=O)c(C(=O)Nc3cc(F)ccc3C)cc2c1
    -2 | -9
- N=c1c(C(=O)NC2CCCCC2)cc2c(=O)n3ccccc3nc2n1Cc1ccco1
    36 | -14
- Cc1cc(C)n(C(=O)CC(Cl)=C(Cl)Cl)n1
    -2 | .
- O=C(NCc1ccccn1)c1ccccc1C(=O)c1cc(C(F)(F)F)cc(C(F)(F)F)c1
    . | 5
- c1ccc2c(N3CCOCC3)nnc(N3CCOCC3)c2c1
    -2 | 0
- COc1ccc(CN2CCc3nc(Nc4cc(OC)cc(OC)c4)ncc3C2)cc1
    3 | 1

The listing continues.
Results follow in this order: mHTT CaM bind | Pf apPOL block
- CCOc1ccccc1NC(=O)Cn1c(C)nc2c(c1=O)CCN(Cc1ccccc1)C2
    -5 | -4
- O=C1c2ccccc2C(=O)N1CNc1ccccn1
    21 | 7
- CC(=O)c1ccc(NC(=O)CCCn2nc([N+](=O)[O-])c(Cl)c2C)cc1
    3 | 8
- CCN1CCCC1CNC(=O)c1ccc(Sc2ccc(F)cc2)c([N+](=O)[O-])c1 (stereo not given)
    27 | -4

High-throughput results (PubChem)
